LAP4 TOR yeast = modulators of TOR pathway LAP4-GFP in S. cerevisiae | S. cerevisiae LAP4-GFP multiplex, flow cytometry GFP, 3 h; median GFP as percent of DMSO wells | GFP response vs DMSO, % at 10 µM | 320,000 compounds, 0.34% hits | AID 2023;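 active = GFP response vs DMSO above a set limit, about the screen mean plus 3 SD, cut at about 150% in these data; inconclusive = under 70 cell events counted for the yeast strain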
CR mimetic SO = lowers age-related superoxide in aged yeast cells; superoxide response (% of plate mean), % at 10 µM; 330,000 compounds, 0.18% hits; S. cerevisiae aged cells, superoxide DHE fluorescence; active compounds read low;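 active = superoxide response under a set limit, about three screen SD below normal, cut at about 65% in these data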;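 also: yeast aged for seven days with compound at 30 °C before DHE staining; 100% = average MFI of all compound-treated wells on the plate with controls excluded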
MEP2-GFP yeast = yeast TOR pathway MEP2-GFP modulation; S. cerevisiae MEP2-GFP strain, flow cytometry GFP, 3 h; 100% = DMSO control level; GFP response vs DMSO, % at 10 µM; 330,000 compounds, 0.51% hits; AID 2016;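 active = GFP response versus DMSO above a set limit, roughly screen mean plus 3 SD, cut at about 180% in these data; inconclusive = fewer than 70 cells counted for a yeast strain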;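 also: median GFP fluorescence of the barcode-gated MEP2-GFP cells per well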
CIT2 TOR yeast = yeast TOR pathway CIT2-GFP modulation | GFP response vs DMSO, % at 10 µM | 320,000 compounds, 0.065% hits | AID 2029 | S. cerevisiae CIT2-GFP strain, flow cytometry, 3 h; 100 means same as DMSO wells;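 active = GFP response relative to DMSO above a set limit, near the screen mean plus 3 SD, cut at about 150% in these data; inconclusive = Fewer than 70 cells measured for a yeast strain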;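 also: ratio of well median GFP fluorescence to mean of DMSO wells on the plate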
AHR act = activates the human aryl hydrocarbon receptor | AHR-responsive luciferase reporter cells, luminescence | 320,000 compounds, 2.5% hits | AID 2796 | P35869 | activation, % at 5 µM; in the data active = activation above about 47%;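 also: 0% = vehicle wells and 100% = reference agonist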
Target sequence (P35869 whole entry, looked up): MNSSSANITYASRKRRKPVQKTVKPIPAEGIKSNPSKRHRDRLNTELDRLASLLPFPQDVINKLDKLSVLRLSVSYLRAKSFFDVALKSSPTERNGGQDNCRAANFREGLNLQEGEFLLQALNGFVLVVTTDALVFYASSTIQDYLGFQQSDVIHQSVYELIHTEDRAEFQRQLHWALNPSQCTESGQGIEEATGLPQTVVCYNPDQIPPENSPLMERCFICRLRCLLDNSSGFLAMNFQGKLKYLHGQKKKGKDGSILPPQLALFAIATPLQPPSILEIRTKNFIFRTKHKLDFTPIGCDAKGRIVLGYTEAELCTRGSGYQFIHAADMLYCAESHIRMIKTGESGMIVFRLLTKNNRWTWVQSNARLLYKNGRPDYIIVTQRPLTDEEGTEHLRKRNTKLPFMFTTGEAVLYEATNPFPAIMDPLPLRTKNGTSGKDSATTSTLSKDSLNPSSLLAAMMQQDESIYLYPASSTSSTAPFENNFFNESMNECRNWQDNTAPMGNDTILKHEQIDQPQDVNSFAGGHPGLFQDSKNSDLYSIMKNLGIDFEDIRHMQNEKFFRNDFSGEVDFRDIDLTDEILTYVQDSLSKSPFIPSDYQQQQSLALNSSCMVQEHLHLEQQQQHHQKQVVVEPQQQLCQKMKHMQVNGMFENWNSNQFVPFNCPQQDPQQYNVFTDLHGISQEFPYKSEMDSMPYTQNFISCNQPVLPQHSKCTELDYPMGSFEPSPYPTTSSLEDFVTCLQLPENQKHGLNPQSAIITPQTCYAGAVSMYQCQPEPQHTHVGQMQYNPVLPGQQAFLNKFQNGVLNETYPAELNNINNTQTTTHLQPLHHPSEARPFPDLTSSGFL
Efflux pump inh = antifungal efflux pump inhibition, Nile Red retention | S. cerevisiae Candida pump triplex | inhibition, % at 10 µM | 330,000 compounds, 0.44% hits | AID 485275;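 active = plate passing quality check with inhibition over a set limit, or well fluorescence over plate mean plus 4 SD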;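 also: Nile Red retained in pooled yeast measured as flow cytometry median fluorescence; 0% = buffer negative control and 100% = Enniatin B positive control; higher means more Nile Red kept so more efflux inhibition; some compounds called inactive have numbers as strong as hits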
AGP1 TOR yeast = yeast TOR pathway AGP1-GFP modulation; S. cerevisiae AGP1-GFP multiplex flow cytometry, 3 h; GFP as percent of DMSO wells; GFP response vs DMSO, % at 10 µM; 320,000 compounds, 0.02% hits; AID 2066;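 active = GFP response relative to DMSO above a set limit, near screen average plus 3 SD, cut at about 150% in these data; inconclusive = fewer than 70 cells counted for the yeast strain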;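 also: median GFP channel fluorescence of the gated AGP1 strain per well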
RPL19A TOR yeast = yeast TOR pathway RPL19A-GFP modulation | S. cerevisiae RPL19A-GFP strain, flow cytometry, 3 h; active compounds read low | 330,000 compounds, 0.3% hits | AID 2025 | percent response vs DMSO, % at 10 µM;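 active = percent response vs DMSO below 50%; inconclusive = fewer than 70 events counted for the yeast strain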;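 also: median channel GFP fluorescence of the barcoded RPL19A-GFP strain; ratio of sample median GFP to plate DMSO average so 100% = DMSO; lower means less RPL19A-GFP as with rapamycin TOR inhibition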
* hit, by the source's call; ? = inconclusive; nt = no result given.

Screens in order: LAP4 TOR yeast, CR mimetic SO, MEP2-GFP yeast, CIT2 TOR yeast, AHR act, Efflux pump inh, AGP1 TOR yeast, RPL19A TOR yeast
> COc1ccc(-n2c3c(cc(C(=O)NC4CCSC4=O)c2=O)C(=O)CC(C)(C)C3)cc1 (configuration not stated)
    91.3, 110.3, 103.5, 100.8, 5.1, -0.1, 102.5, 97.2
> CCCc1cc(-n2ccnc2C)n2c(nc3ccccc32)c1C#N
    99.5, 97.1, 93.0, 92.8, 3.3, 0.2, 99.5, 98.2
> Nc1nc2ccc(S(=O)(=O)c3ccc4nc(N)sc4c3)cc2s1
    101.3, 96.4, 107.1, 98.7, 12.6, 0.0, 100.8, 102.8
> O=C(O)CCSc1nnc(CNc2ccc(Cl)cc2)n1Cc1ccccc1
    101.0, 101.0, 85.9, 101.4, 0.0, 0.0, 106.2, 103.8
> CCOC(=O)c1c(C)[nH]c(C(=O)COC(=O)c2oc3ccc(OC)cc3c2C)c1C
    98.8, 80.9, 105.1, 95.3, 3.1, 0.2, 100.8, 103.8
> O=C(Nc1nnc(SCc2ccc(F)cc2)s1)C1CC(=O)N(Cc2ccccc2)C1 (configuration not stated)
    86.8, 95.1, 101.0, 97.5, 1.2, 0.0, 96.8, 96.0
> CCOc1cc(C2/C(=C(/O)c3ccc(OC(C)C)cc3)C(=O)C(=O)N2CCCOC)ccc1O (configuration not stated)
    95.6, 86.9, 94.2, 94.4, 1.3, -0.1, 101.2, 94.8
> CCN(CCCNC(=O)CN1C(=O)COc2ccccc21)c1cccc(C)c1
    106.3, 80.7, 104.8, 96.5, 0.1, 0.0, 102.9, 101.8
> COc1ccccc1-c1nc(COc2ccc(Cl)cc2Cl)no1
    96.7, 107.8, 94.6, 82.1, -0.3, -0.1, 90.9, 88.9
> O=C(O)CCNS(=O)(=O)c1ccc2c(c1)Cc1ccccc1-2
    93.5, 111.6, 100.3, 114.4, 2.2, 0.2, 96.4, 96.0
> COc1ccccc1C(=O)NCCC(=O)N1CCN(c2ccccc2O)CC1
    98.9, 103.3, 97.5, 97.0, 5.1, -0.1, 97.8, 95.5
> COC(=O)c1cc(C(=O)N2CCOCC2)cc([N+](=O)[O-])c1
    101.8, 117.2, 105.4, 102.3, -2.2, 0.0, 92.6, 97.2
> Cc1ccnc(SCC(=O)O)n1
    109.0, 95.5, 109.7, 110.9, -0.3, -1.8, 113.2, 107.4
> COc1ccc(Cn2c(=O)[nH]c3cc(C(=O)Nc4ccccc4C)ccc32)cc1
    105.7, 110.9, 106.7, 108.8, 4.2, 0.0, 101.4, 99.8
> Cc1cccc(CN2CCc3c(OCC(=O)N4CCCc5ccccc54)cccc3C2=O)c1
    111.0, 98.4, 95.6, 92.9, 2.8, 0.1, 102.0, 98.3
> On1nnc2cc(C(F)(F)F)ccc21
    114.8, 93.5, 111.2, 102.4, 1.6, -0.8, 101.8, 93.8
> Cc1ccc(S(=O)(=O)N2CCOCC2)cc1C(=O)NCCc1ccc(Cl)cc1
    103.6, 100.3, 105.1, 107.6, 0.1, 0.0, 107.5, 103.3
> CC(C)CC(NC(N)=O)C(=O)OCC(=O)Nc1ccc(OC(F)F)cc1 (configuration not stated)
    102.9, 100.3, 104.7, 109.3, 2.0, 0.0, 114.0, 101.2
> Cc1ccc(S(=O)(=O)N(C)CC(=O)N2CCc3ccccc32)cc1
    97.0, 78.4, 109.1, 94.3, 5.0, -0.2, 100.2, 95.8
> COc1cccc(NC(=O)CSc2ncnc3c2cnn3Cc2ccccc2)c1
    94.5, 104.2, 98.4, 106.5, -1.7, 0.0, 111.2, 102.3
> COc1cccc(C(=O)Nn2cnnc2)c1
    105.3, 93.4, 94.3, 95.4, -0.6, -0.1, 107.9, 95.7
> O=C(c1cccc(-c2nnc(-c3ccccc3)o2)c1)N1CCCCC1
    105.0, 100.4, 106.6, 110.8, 1.4, 0.0, 102.7, 99.8
> O=C1CCC(C(=O)Nc2cccc(Br)c2)N1 (configuration not stated)
    99.0, 93.2, 100.7, 107.2, -0.2, 0.0, 106.2, 100.9
> Cc1cc(OCC(=O)Nc2ccc(S(=O)(=O)N3CCN(C)CC3)cc2)ccc1Cl
    108.1, 110.5, 106.3, 98.9, 3.8, 0.0, nt, 105.3
> Cc1nnc(SCc2cc(=O)[nH]c(=S)[nH]2)s1
    110.5, 129.6, 95.5, 99.1, -1.3, 0.0, 101.2, 104.4
> O=S(=O)(Nc1ccc(-n2cnnn2)cc1)c1ccc(Cl)s1
    99.3, 98.6, 101.9, 100.2, 4.2, 0.0, 102.4, 99.5
> O=Nc1ccc(NOC(=O)c2ccccc2)cc1
    98.0, 90.7, 83.6, 81.2, -0.9, 0.2, 85.2, 90.7
> Cc1onc(-c2ccccc2)c1C(=O)Nc1nnc(N2CCCCCC2)s1
    104.2, 110.0, 108.9, 100.2, 2.8, 0.3, 103.6, 99.5
> O=C(O)C(Cc1ccccc1)NS(=O)(=O)c1ccc(Cl)cc1 (configuration not stated)
    92.4, 115.8, 102.8, 101.9, 2.0, 0.1, 102.9, 104.0
> COc1ccc(-c2c[n+](CC(=O)c3cccs3)c3n2CCC3)cc1
    104.6, 92.8, 100.9, 103.2, 0.1, 0.0, 108.0, 104.3
> COc1ccc(S(=O)(=O)Nc2cccc3c2O[C@@H](CN(C)Cc2ccc(C(=O)O)cc2)[C@@H](C)CN([C@H](C)CO)C3=O)cc1
    90.2, 99.7, 94.0, 88.1, -0.3, -0.2, 87.8, 98.1
> CCOC(=O)N1CCN(C(=O)c2cn(CC)c3ccc(S(=O)(=O)N4CC(C)CC(C)C4)cc3c2=O)CC1 (configuration not stated)
    91.9, 86.5, 110.1, 94.0, 0.2, -0.1, 103.3, 97.6
> Cc1cc(C)nc(N(C#N)Cc2ccccc2Cl)n1
    100.2, 89.6, 98.8, 94.8, -0.3, 0.2, 98.1, 97.4
> CN(C)CCOC(=O)C1(c2ccccc2)CCCC1
    98.0, 94.1, 101.2, 104.0, -0.7, 0.1, 102.2, 100.5
> CCCCCCn1cc(C(=O)OCC)c(=O)c2cc(F)c(F)cc21
    103.9, 93.8, 104.4, 102.1, 0.2, -0.1, 100.1, 104.6
> CCC(=O)Nc1ccc(C(=O)OCC(=O)c2ccc(C)c([N+](=O)[O-])c2)cc1
    104.7, 99.5, 104.8, 101.4, -2.3, -0.1, 98.4, 99.9
> COCCNC(=O)Cn1nc(-c2ccccc2)c2ccccc2c1=O
    102.6, 89.3, 96.0, 104.2, -1.4, 0.0, 100.1, 95.2
> COC(=O)[C@]1(C)N[C@H](CN(C)S(=O)(=O)c2ccc(F)cc2)[C@@H]2C(=O)N(C)C(=O)[C@@H]21
    91.5, 117.0, 89.7, 94.1, 2.0, 0.3, 91.0, 95.0
> COC(=O)C(C)N(C(=O)c1cccc2ccccc12)c1c(C)cccc1C (configuration not stated)
    ?, 91.2, ?, ?, -4.1, 0.0, ?, ?
> CN1CCN(S(=O)(=O)c2ccc(Nc3ccc(F)cc3)nc2)CC1
    91.0, 96.5, 94.3, 95.5, 0.3, 0.0, 92.5, 89.9
> CC(=O)N(Cc1cccs1)C1CCOC(C)(C)C1 (configuration not stated)
    99.6, 104.7, 97.0, 110.8, 1.0, -0.2, 103.5, 94.5
> Cc1cc(C(=O)N/N=C/c2ccc([N+](=O)[O-])o2)c(C)o1
    90.0, 116.8, 101.8, 76.8, 12.8, 0.2, 77.7, 103.2
> O=C(Nc1nc2ccccc2s1)c1ccc2c(c1)OCO2
    91.4, 97.6, 99.8, 97.5, 6.4, 0.3, 94.5, 105.9
> O=C(Nn1c(O)c(C=C2N=c3ccccc3=N2)sc1=S)c1cccc(Cl)c1
    104.4, 137.8, 108.9, 91.2, 15.2, 0.1, 106.6, 102.0
> Cc1ccc(C)c(NC(=O)CN(C)C(=O)CC2OC(=O)c3ccccc32)c1 (configuration not stated)
    103.8, 123.9, 98.9, 95.8, -1.2, 0.2, 99.3, 97.4
> CCOC(=O)[C@@H]1[C@H]2COc3ccc(Br)cc3[C@@H]2N2C(=O)N(c3cccc(Cl)c3)C(=O)[C@@]12C
    101.7, 116.8, 98.6, 92.3, -0.7, -0.2, 98.6, 94.5
> Cc1ccc2cc(CN(Cc3ccco3)C(=O)NCc3ccccc3)c(=O)[nH]c2c1C
    83.6, 92.5, 87.8, 79.9, -1.5, 0.1, 84.2, 85.8
> CSCCC1NC(=O)N(CC(=O)Nc2cccc(S(=O)(=O)N3CCCCCC3)c2)C1=O (configuration not stated)
    94.3, 102.4, 99.0, 103.8, 2.3, 0.0, 102.0, 99.3
> COc1ccc(OCC(=O)OCC(=O)Nc2ccc3[nH]c(=O)[nH]c3c2)cc1
    102.8, 98.5, 105.1, 105.5, 0.1, 0.0, 100.0, 100.2
> Cc1cc(C)cc(NC(=O)CSc2nc3nc(C)cc(C)c3c(=O)[nH]2)c1
    103.9, 88.0, 102.4, 100.8, 5.8, -0.1, 104.4, 100.9
> O=C(N/N=C/c1ccnc2ccccc12)c1ccccc1O
    93.5, 102.7, 102.3, 99.1, nt, 0.1, 96.3, 102.7
> CCC(=O)c1c(NC(C)C)cc(C)oc1=O
    105.7, 97.7, 98.5, 104.7, 1.0, 0.1, 107.1, 99.4
> CCCN(CC(=O)Nc1ccccc1C)C(=O)c1ccc(=O)n(Cc2ccccc2)n1
    107.0, 101.1, 97.6, 109.6, 10.1, 0.0, 109.8, 100.1
> CCOc1cccc(-c2c(C(=O)N/N=C/c3cccs3)nnn2-c2nonc2N)c1
    96.6, 81.1, 96.6, 88.1, 4.3, 0.2, 98.5, 93.6
> CCOC(=O)C1CCN(Cc2cc(Cl)c3ccccc3c2O)CC1
    126.3, 125.5, 104.2, 78.3, 46.5, 0.2, 92.5, 101.8
> COc1ccc(NC(=O)NCCc2ccc(Cl)cc2)cc1OC
    114.7, 89.6, 91.9, 95.3, 4.8, -0.1, 99.4, 98.5

Reprinted at random: 2 records from the list, in no set order.
Screens in order: LAP4 TOR yeast, CR mimetic SO, MEP2-GFP yeast, CIT2 TOR yeast, AHR act, Efflux pump inh, AGP1 TOR yeast, RPL19A TOR yeast
> O=C(N/N=C/c1ccnc2ccccc12)c1ccccc1O
    93.5, 102.7, 102.3, 99.1, nt, 0.1, 96.3, 102.7
> CCCN(CC(=O)Nc1ccccc1C)C(=O)c1ccc(=O)n(Cc2ccccc2)n1
    107.0, 101.1, 97.6, 109.6, 10.1, 0.0, 109.8, 100.1

High-throughput results deposited in PubChem by several laboratories.
